Screens as filed in PubChem BioAssay.
TDP-43 yeast inh = rescues yeast growth from TDP-43 toxicity | TDP-43 expressing yeast growth rescue, BacTiter-Glo, 24 h | Potency, µM (series often up to 46.1 µM), inactives show at the top dose growth rescue (activation), usual class: activators | hit rate 1.8% among 410,000; further: potency means the concentration at half of the fitted maximal effect; % of control where 0% means no effect; nearly all actives have a fitted effect of over 50% in size
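Yeast cells expressing TDP-43 under galactose induction are exposed to compounds for 24 hr at 30 deg C. BacTiter-Glo luminescence measures growth, so protective compounds score as activators.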
Akt phos inh = inhibitors of Akt phosphorylation; Neuro2A IGF-stimulated pAkt S473 HTRF, 20 min; hits give low values; activity change, % for hits at 50 µM; hit rate 0.32% among 360,000; AID 651550; in the data active means activity change below about -80%; inconclusive means mostly about -51% to -80%; further: on the % scale 0 is the no-effect control and ±100 the full control effect
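Neuro2A cells in DMEM with 0.5% FBS, overnight at 37 deg C, given compound at single 50 µM final, then IGF (6 nM final) for 20 min at 37 deg C. Lysed; phospho-Akt Ser473 by HTRF after 24 h, 665/615 ratio.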
FUS yeast rescue = FUS proteinopathy suppression in yeast. AID 1347120. Potency, µM (top dose mostly 76.6 µM), for the others: top-dose growth rescue (activation), hits mostly activators. S. cerevisiae FUS-expressing, growth rescue, OD600, 24 h. hit rate 0.24% among 390,000;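 further: potency means the concentration at half of the fitted maximal effect; plate controls were DMSO vehicle for no effect and reference control for full effect; nearly all actives have a fitted effect of over 55% in size; some results filed as inactive show a strong effect at the top dose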
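Steps: raffinose overnight preculture; dilution to OD 0.005 in 2% galactose minimal medium; compound addition (concentration series); 24hr at 30C, 99% humidity; absorbance read at 600 nm.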
PTHR1 ag = PTHR1 (human) receptor agonism. Q03431. HEK293 GP2 PTHR1 cells, GloSensor cAMP luminescence, 1 h. Potency, µM (doses to about 115 µM), inactives show at the highest dose activation, actives largely listed as activators. hit rate 0.075% among 410,000; further: potency means the concentration at half of the fitted maximal effect; nearly all actives have a fitted effect of over 55% in size; some results filed as inactive show a strong effect at the top dose; inactives centre near -15; many of its hits are not listed in these tables
Target sequence (Q03431 whole entry, looked up): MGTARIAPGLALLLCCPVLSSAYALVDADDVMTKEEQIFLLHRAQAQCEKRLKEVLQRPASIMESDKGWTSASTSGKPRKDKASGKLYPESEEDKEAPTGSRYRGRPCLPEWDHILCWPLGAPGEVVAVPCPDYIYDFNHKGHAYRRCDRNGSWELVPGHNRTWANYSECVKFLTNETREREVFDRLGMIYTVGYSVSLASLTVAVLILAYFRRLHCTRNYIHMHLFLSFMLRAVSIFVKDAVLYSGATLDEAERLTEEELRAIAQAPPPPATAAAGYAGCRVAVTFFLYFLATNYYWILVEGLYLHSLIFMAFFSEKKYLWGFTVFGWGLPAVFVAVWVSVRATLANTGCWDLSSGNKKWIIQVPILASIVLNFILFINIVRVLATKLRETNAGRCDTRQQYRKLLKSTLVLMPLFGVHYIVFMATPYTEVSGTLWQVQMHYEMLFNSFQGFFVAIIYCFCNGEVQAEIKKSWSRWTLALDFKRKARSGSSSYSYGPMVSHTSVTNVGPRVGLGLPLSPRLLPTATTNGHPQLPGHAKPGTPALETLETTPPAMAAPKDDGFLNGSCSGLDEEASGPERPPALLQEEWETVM
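HEK-293-derived GP2 cells expressing PTHR1 and a GloSensor cAMP reporter, 3,000/well, plated overnight, given luciferin plus IBMX (each 0.5 mM as added) for 1 h at 37 °C, then compound for 1 h at 37 °C. Luminescence was read after 15 min at room temperature.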
GLP-1R inv ag = GLP-1 receptor (human) inverse agonism; P43220; HEK293 GLP-1R CRE-luciferase, luminescence, 24 h; GLP-1R form is constitutively active; Potency, µM (series often up to 38.3 µM), for the others: top-dose activity change, negative = inhibition, hits mostly inhibitors; hit rate 1.6% among 410,000; AID 624417; further: potency means the concentration at half of the fitted maximal effect; on the % scale 0 is the no-effect control and ±100 the full control effect; nearly all actives have a fitted effect of over 55% in size
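Inverse agonists were sought by their lowering of basal cAMP reporter luciferase output in HEK293 cells stably carrying constitutively active human GLP-1R, after 24 h compound treatment.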
aSyn rescue = rescues yeast growth from alpha-synuclein toxicity. Potency, µM (top dose mostly 46.1 µM), without a hit: at the top dose growth rescue (activation), actives largely listed as activators. hit rate 0.14% among 370,000. Yeast expressing alpha-synuclein, growth rescue, BacTiter-Glo, 24 h; further: potency means the concentration at half of the fitted maximal effect; % of control where 0% means no effect; nearly all actives have a fitted effect of over 65% in size
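Galactose-induced alpha-syn yeast (OD600=0.02, raffinose-pregrown) + pinned cpd, 24 hr, 30 deg C; growth by BacTiter-Glo luminescence. Growth restoration scores as activation.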
GLP-1R agonist = GLP-1 receptor (human) agonism; P43220; hit rate 0.007% among 380,000; HEK293 GLP-1R CRE-luciferase, luminescence, 4-6 h; cells express a hypersensitive GLP-1R form; Potency, µM (highest dose often 45.6 µM), inactives show at the top dose activation, most hits filed as activators; AID 624172; further: potency means the concentration at half of the fitted maximal effect; % of control where 0% means no effect
Abeta yeast res = restores growth of yeast expressing A-beta42 peptide | yeast expressing A-beta42, growth rescue, OD600, 48 h; response scale: 0% DMSO, 100% iron-clioquinol control | Potency, µM (highest dose often 46.1 µM), inactives show top-dose growth rescue, hits mostly activators | hit rate 0.063% among 410,000 | AID 1347071; further: potency means the concentration at half of the fitted maximal effect; nearly all actives have a fitted effect of over 55% in size
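Yeast growth medium received pinned compounds, then yeast cells expressing toxic A-beta were added; plates incubated at 30 C for 48 hr. Growth read as absorbance at 600 nm, normalized to DMSO and equimolar FeCl3 plus clioquinol controls.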
DRD3 antagonist = blocks the human D3 dopamine receptor; D3R cells, DiscoveRx beta-arrestin luminescence, antagonist mode; hits give low values; max response, negative = inhibition, %; AID 652054; hit rate 2.5% among 360,000; P35462; in the data active means max response below about -50%; inconclusive means no clear call, values can overlap the other calls; further: on the % scale 0 is the no-effect control and ±100 the full control effect; mostly tested at two doses, the higher about 12 µM
Target sequence (P35462 whole entry, looked up): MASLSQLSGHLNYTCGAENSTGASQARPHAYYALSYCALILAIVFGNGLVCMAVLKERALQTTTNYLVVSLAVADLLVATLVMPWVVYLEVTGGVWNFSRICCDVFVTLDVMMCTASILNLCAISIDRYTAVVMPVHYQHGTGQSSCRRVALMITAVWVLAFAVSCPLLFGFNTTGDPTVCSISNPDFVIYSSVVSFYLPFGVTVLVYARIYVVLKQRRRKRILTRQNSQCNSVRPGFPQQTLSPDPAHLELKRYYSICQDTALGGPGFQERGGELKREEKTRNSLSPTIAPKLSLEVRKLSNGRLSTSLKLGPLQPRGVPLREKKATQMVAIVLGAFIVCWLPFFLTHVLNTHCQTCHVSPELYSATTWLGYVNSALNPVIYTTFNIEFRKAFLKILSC
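Cells expressing the human receptor were seeded at 1500 cells/well, incubated overnight at 37 degrees C in 5% CO2, then exposed to library compounds with dopamine controls for 90 minutes at 37 degrees C before luminescent detection.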
Numbers without * were called inactive; i = inactive; ? = inconclusive; . = not tested or not shown; [ ] = dose if it differs, or a comment. Unless noted, the call rests on the fitted dose curve; in most records, active means well fitted curve in the direction sought with a large enough effect; inconclusive means small, poorly fitted or top-dose-only effect, or another doubt; inactive means no such curve, though single readings can be large; an effect the other way counts as inactive or inconclusive. Not all compounds are listed; the hit share may differ from the screen's.

structure	FUS yeast rescue	Akt phos inh	DRD3 antagonist	GLP-1R agonist	TDP-43 yeast inh	Abeta yeast res	GLP-1R inv ag	aSyn rescue	PTHR1 ag
COc1ccc(-c2nc(CSCC(=O)NCCc3ccc(C)cc3)c(C)o2)cc1OC	-15%	.	.	.	?	-4%	13%	.	-60%[inhibitor]
O=C(NNC(=S)NC(=O)c1ccco1)c1ccc(NC(=O)c2ccccc2)cc1	16%	i	8	0%	-23%	-11%	-18%	-3%	-10%
COc1ccccc1CNc1nc(SC)ncc1CO	.	i	23	1%	-13%	-8%	4%	1%	-2%
Cc1cccc(NC(=O)CC2C(=O)NCCN2C(=S)Nc2ccccc2)c1 (configuration not stated)	1%	i	7	0%	-8%	3%	?	-2%	9%[57.5 µM]
COC(=O)c1ccc(C23CC4(C2)[C@H](CN(CC2CCCCC2)[C@@H]4c2ccccc2)C3c2ccc(Cl)nc2)cc1 (some centres not stated)	?	i	?	-1%	-17%	6%	12%	4%	i
CCc1ccc(NC(=O)CSc2nc3cc(C(=O)OC)ccc3c(=O)n2CC2CCCO2)cc1 (configuration not stated)	-4%	.	22	0%	0%	-4%	-8%	.	i
COc1cccc(-c2sc3ccccc3c2-c2ccc(OCCN(C)C)cc2)c1	?	i	-10	-7%	-4%	-81%[inhibitor]	?	-53%[inhibitor]	-15%
COCc1c(C(=O)OCC(=O)N2c3ccccc3CC2C)oc2ccccc12 (configuration not stated)	20%	i	3	2%	14%	4%	0%	3%	-12%[57.5 µM]
O=C(CSc1ccc(-c2ccccn2)nn1)NCc1ccc(F)cc1	?	i	-6	2%	16µM*	-24%	15%	-16%	-5%
CCc1c(C)nc(SCC(=O)CC(=O)OC(C)C)c(C#N)c1C	23%	i	3	8%	?	-5%	16%	17%	i
Cc1cc(C(C)(C)C)cc(C)c1CCNC(=O)c1ccc[n+]([O-])c1	12%	i	-27	22%	19%	4%	?	7%	-10%
CCC(=O)c1ccc(OCC(O)Cn2cnc3ccccc32)cc1 (configuration not stated)	12%	i	-10	1%	-17%	-9%	?	-12%	-17%[57.5 µM]
Cc1csc(Nc2ccccc2)[n+]1-c1ccccc1	25%	i	-14	2%	10%	2%	?	-5%	-21%
COc1ccc(-c2cc(C(F)(F)F)nc(NCc3ccccc3)n2)cc1	-30%	.	.	-1%	20%	-3%	-24%	.	-67%[inhibitor]
CCc1cccc(NS(=O)(=O)c2ccc3c(c2)NC(=O)CC(=O)N3)c1	-6%	i	12	-3%	1%	-5%	-4%	6%	i
CSCC[C@H](NC(=O)NCc1ccccc1F)C(=O)O	17%	i	0	-3%	0%	-14%	0%	2%	i
O=C(O)c1ccc(-c2ccccc2)[nH]1	3%	i	-13	0%	?	8%	0%	14%	-6%[57.5 µM]
NC(=O)c1ccc(NC(=O)Cc2csc(-c3ccccc3)n2)cc1	23%	i	12	17%	-6%[0.397 µM]	0%	87%[activator]	-3%	i
COc1cccc(CNC(=S)Nc2ccc3c(c2)c(=O)n(C)n3Cc2csc(C)n2)c1	15%	i	30	-7%	25%	-4%	22%	-2%	-2%
Cc1nc2ccccn2c1C(=O)N/N=C/c1ccc2c(c1)OCO2	.	i	7	-3%	-1%	5%	-18%	8%	i
Cc1coc2c(C)c3oc(=O)c(CCC(=O)N4CCCCC4)c(C)c3cc12	1%	.	.	.	20%	-24%	2%	.	-33%[inhibitor]
CCc1nc2c(OCc3ccc(C(=O)OC)cc3)cccn2c1N(C)C(=O)c1ccc(OC)cc1	19%	i	-26	3%	11%	6%	26%	6%	-16%
CC(=O)N(c1ccccc1)c1nc2ccccc2s1	-19%	i	5	25%	-5%	11%	?	0%	-7%
CCNC(=O)C1(C)CCCN1C(=O)c1ccc(F)c(Cl)c1 (configuration not stated)	-25%	i	27	2%	25%	17%	16%	?	-27%
Cc1ccsc1/C=C/c1ccc2cccc(O)c2n1	22%	i	?	16%	17%	-15%	?	?	-28%[57.5 µM]

Single values from above.
COc1cccc(CNC(=S)Nc2ccc3c(c2)c(=O)n(C)n3Cc2csc(C)n2)c1 in GLP-1R agonist = -7%
COc1ccccc1CNc1nc(SC)ncc1CO in TDP-43 yeast inh = -13%

(next part)
structure	FUS yeast rescue	Akt phos inh	DRD3 antagonist	GLP-1R agonist	TDP-43 yeast inh	Abeta yeast res	GLP-1R inv ag	aSyn rescue	PTHR1 ag
Cc1onc(-c2ccccc2Cl)c1C(O)c1ccc(F)cc1 (configuration not stated)	3%	i	1	7%	?	28%	?	?	-41%
CN(CCOCCOc1ccc2ccccc2c1)Cc1ccccc1	11%	i	-64*	1%	-3%	-7%	?	5%	-4%[57.5 µM]
Cc1ccc(S(=O)(=O)NCc2ccco2)cc1C	-10%	i	8	0%	5%	17%	-18%	3%	-4%[57.5 µM]
Cc1c(C(=O)N2CCOCC2)sc(NC(=O)C(C)C)c1C#N	30%	i	5	8%	-18%	-1%	9%	-1%	-1%
O=C(Cc1cccs1)NNC(=S)NCc1ccco1	7%	i	-5	13%	-10%[0.397 µM]	-16%	10%	-2%	i
O=C(COC(=O)c1ccco1)NCCc1ccc(Cl)cc1	4%	i	17	0%	10%	13%	-16%	4%	i
O=C(Cc1cc(=O)oc2cc(O)ccc12)NCC1CCC(C(=O)O)CC1 (configuration not stated)	6%	i	23	-8%	3%	24%	13%	-2%	i
CCS(=O)(=O)N1CCCC(C(=O)NCCc2ccccc2)C1 (configuration not stated)	-15%	i	8	-1%	-13%	-1%	0%	-14%	i
CCOC(=O)/C(C(=O)Nc1ccccc1Cl)=C1/NC(C)(C)Cc2ccccc21	-4%	i	9	12%	-5%	16%	?	19%	i
O=C(C1CCCN(S(=O)(=O)c2cccc3nsnc23)C1)N1CCN(c2ccccn2)CC1 (configuration not stated)	-4%	i	14	-2%	5%	7%	5%	0%	-34%[inhibitor]
Cc1ccccc1-n1nc2c(c1NC(=O)/C=C\c1ccc3c(c1)OCO3)CSC2	42%	i	-12	-4%	33%	-10%	-25%	3%	2%
O=C(Cc1ccc(-c2ccccc2)cc1)NCCN1CCOCC1	11%	i	?	11%	-17%	3%	-15%	-1%	-14%[57.5 µM]
O=c1oc2ccccc2cc1-c1csc(Cc2nc(-c3ccc(Br)cc3)cs2)n1	18%	i	19	-20%	-8%	17%	-5%	5%	-4%[57.5 µM]
C[C@H]1CN([C@@H](C)CO)C(=O)CCCn2cc(nn2)CO[C@@H]1CN(C)C(=O)Nc1ccccc1	15%	i	-20	-5%	0%	1%	10%	21%	-24%
CCC(=O)Nc1ccc(NC(=O)c2cccc3ccccc23)cc1	9%	i	2	-8%	4%	17%	-2%	-12%	-32%
CC(OC(=O)C1=Cc2ccccc2OC1)C(=O)NCc1ccco1 (configuration not stated)	-7%	i	31	-4%	19%	0%	8%	-4%	-51%[inhibitor]
COc1ccc(CCNC(=O)COC(=O)/C=C/c2cc(OC)ccc2OC)cc1	.	i	-3	2%	10%	4%	-12%	7%	i
Cc1ccc(CN2CCN(/N=C/c3cc(Br)cc(Br)c3O)CC2)c(C)c1	.	i	?	-3%	-31%[inhibitor]	16%	-1%	-19%	i
CC(=O)N1CCC2(CC1)OC(=O)C(C)=C2C(=O)Nc1ccccc1C(F)(F)F	-10%	.	.	.	6%	-11%	4%	.	-3%
COc1cccc(CN2C(=O)C(C)Oc3ccccc32)c1 (configuration not stated)	3%	i	-13	18%	2%	8%	?	19%	i
Cc1ccc(N2CC(C(=O)N3CCCCC3)CC2=O)cc1C (configuration not stated)	5%	i	4	2%	11%	-7%	6%	0%	-15%
NS(=O)(=O)c1cccc(NC(=O)COC(=O)C2CCN(S(=O)(=O)c3cccs3)CC2)c1	24%	i	-2	9%	16%	-11%	29%	-7%	i
O=S(=O)(c1ccc(Cl)cc1)N1CCN(C2CCCCCC2)CC1	0%	i	-2	-8%	11%	0%	4%	7%	-13%
CCCN(CCC)C(=O)c1ccc2c(=O)n(Cc3ccco3)c(=S)[nH]c2c1	31%	i	5	11%	3%	7%	?	0%	-18%
COC(=O)[C@@H]1C[C@@]2(O)[C@H](O)[C@H](O)[C@H](O)C[C@H]2N1C/C=C/c1ccccc1	-12%	i	-13	-3%	7%	-1%	13%	2%	i

structure	FUS yeast rescue	Akt phos inh	DRD3 antagonist	GLP-1R agonist	TDP-43 yeast inh	Abeta yeast res	GLP-1R inv ag	aSyn rescue	PTHR1 ag
CCOc1ccc(N=C2SC(C(=O)Nc3ccccc3C#N)C(N)=C2C(=O)Nc2ccc(Cl)cc2)cc1 (configuration not stated)	35µM*	i	0	-3%	25%	15%	?	14%	-6%
CCc1ccc(C(=O)COC(=O)c2cccc(N3C(=O)c4c(C)nc5ccccc5c4C3=O)c2)cc1	24%	i	35	-6%	4%	-9%	-6%	4%	i
COC(=O)N/N=C/c1ccccc1	-13%	i	7	-1%	14%	-1%	13%	0%	i
CC(CC(=O)Nc1ccc2c(c1)c(=O)n(C)n2-c1cccs1)c1ccccc1 (configuration not stated)	-7%	i	-53*	0%	13%	-17%	?	-3%	i
Cc1nc(NC(=O)c2ccc(OCC(C)C)cc2)sc1Cc1ccc2c(c1)OCO2	-20%	i	6	-8%	2%	3%	-22%	-6%	-16%
Cc1ccc(CNC(=O)c2ccc(N3CCC4(CC3)CC(c3cccc(Br)c3)=NO4)c(NC(=O)c3ccco3)c2)cc1	?	i	0	-2%	0%	-11%	12%	-3%	i
